From PubChem BioAssay
LEDGF integ inh: blockers of LEDGF/p75-dependent integrase strand transfer – biochemical, TR-FRET, high throughput, primary screen. AID 743269, 2014. TR-FRET IN-LEDGF/p75 DNA integration, Eu/Cy5. HIV-1 integrase (with human LEDGF/p75). 370,000 compounds, 0.64% hits. inhibition, % at 3.7 µM;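 active = inhibition above the screen-wide mean plus 3 SD, cut at about 13% in these data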;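 note: signal is the Cy5 over europium emission ratio at 671 and 618 nm; 0% = plate median of compound wells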
DDE Tn6 FP inh: inhibitors of Tn6 peptide binding to fibrin DD(E), primary screen, biochemical, fluorescence polarization, human fibrin, Tn6 probe. Fibrin DD(E) TRITC-Tn6 fluorescence polarization displacement. inhibition, % at 8.3 µM. 370,000 compounds, 0.21% hits. AID 720509, 2013;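 active = inhibition above a per-campaign cutoff: mean of compounds within control limits plus 3 SD, cut at about 15% in these data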;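 note: 0% = median of all compound wells on the plate and 100% = blocking peptide control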
SIAE inh: human SIAE inhibitors, primary screen, biochemical, fluorescence polarization, FP-Rh probe, 1536-well HTS | inhibition, % at 9.66 µM | 370,000 compounds, 0.69% hits | SIAE FP-Rh probe binding | Sialate O-acetylesterase (Homo sapiens), Q9HAT2;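 active = inhibition above a cutoff: mean of compounds within the control limits plus 3 SD of those, cut at about 17% in these data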;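 note: 0% = plate median of compound wells and 100% = probe without SIAE protein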
Target sequence (Q9HAT2 whole entry, looked up): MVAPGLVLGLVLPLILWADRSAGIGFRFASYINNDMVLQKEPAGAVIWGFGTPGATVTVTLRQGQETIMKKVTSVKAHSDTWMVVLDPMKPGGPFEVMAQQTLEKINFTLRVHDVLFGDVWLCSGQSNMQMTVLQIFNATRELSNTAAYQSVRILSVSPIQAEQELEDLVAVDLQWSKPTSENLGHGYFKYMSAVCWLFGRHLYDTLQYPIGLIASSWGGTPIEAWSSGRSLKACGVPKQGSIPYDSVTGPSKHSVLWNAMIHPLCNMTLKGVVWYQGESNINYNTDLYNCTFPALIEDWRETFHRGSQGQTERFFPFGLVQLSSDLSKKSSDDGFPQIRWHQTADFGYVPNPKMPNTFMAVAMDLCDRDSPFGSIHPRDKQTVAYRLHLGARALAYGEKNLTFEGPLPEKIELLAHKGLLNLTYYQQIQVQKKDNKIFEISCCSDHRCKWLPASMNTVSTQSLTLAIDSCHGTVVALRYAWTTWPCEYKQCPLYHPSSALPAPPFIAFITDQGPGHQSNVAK
proKLK7 act: proKLK7 zymogen activators, primary screen, biochemical, fluorescence intensity; Kallikrein-7 (Homo sapiens), P49862; purified proKLK7, EDANS-DABCYL substrate fluorescence; 100% is mature enzyme control, 0% vehicle; activation, % at 7 µM; 370,000 compounds, 0.9% hits;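 active = activation above the mean of all tested compounds plus 3 SD, computed per campaign excluding outliers beyond control limits, cut at about 13% in these data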
UHRF1 binding: UHRF1 methylated DNA binding inhibitors, primary screen, counter-screen for MBD2 inhibitor project, biochemical, TR-FRET, human UHRF1, single concentration; E3 ubiquitin-protein ligase UHRF1 (Homo sapiens), Q96T88; UHRF1 binding to methylated oligo; inhibition, % at 4.4 µM; 370,000 compounds, 0.75% hits; AID 687016, 2013; in the data active = inhibition above about 21%;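 note: UHRF1 SRA domain binding a hemimethylated CpG hairpin DNA probe; 0% = median of test compound wells and 100% = reference inhibitor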
TDP2 absorb: human TDP2 enzyme inhibitors, primary screen, biochemical, epi absorbance, recombinant enzyme | 370,000 compounds, 0.34% hits | T5PNP hydrolysis, p-nitrophenol absorbance 415 nm | inhibition, % at 12.8 µM | Tyrosyl-DNA phosphodiesterase 2 (Homo sapiens), O95551;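 active = inhibition above the mean of all tested compounds plus 3 SD, set per campaign, cut at about 25% in these data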;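 note: 0% = DMSO with enzyme and 100% = buffer with substrate but no TDP2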
Target sequence (O95551 whole entry, looked up): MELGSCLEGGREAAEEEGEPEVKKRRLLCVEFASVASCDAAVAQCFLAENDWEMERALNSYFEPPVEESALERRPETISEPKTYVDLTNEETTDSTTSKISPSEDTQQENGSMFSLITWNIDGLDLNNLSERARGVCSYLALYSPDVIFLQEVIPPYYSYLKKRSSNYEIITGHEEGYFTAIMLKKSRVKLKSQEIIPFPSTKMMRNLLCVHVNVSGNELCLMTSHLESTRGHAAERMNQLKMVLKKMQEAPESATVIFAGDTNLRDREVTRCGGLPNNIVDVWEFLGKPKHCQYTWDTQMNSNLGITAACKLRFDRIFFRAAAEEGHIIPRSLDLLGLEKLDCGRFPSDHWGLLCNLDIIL
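Evaluation: % inhibition relative to enzyme-containing and enzyme-free wells. Material: recombinant human TDP2. Benchmarks: enzyme-free and DMSO wells. Timing: enzyme reaction with compound for 2 h at 37 °C. Compound dosing: 12.8 µM only. Measured by: p-Nitrophenol epi absorbance. Reagent: T5PNP substrate at 5 mM, a TopII-DNA adduct mimic. Replication: single well per compound.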
MBD2 DNA inh: inhibitors of MBD2 binding to methylated DNA, primary screen, biochemical, TR-FRET, DNA-binding domain, human. inhibition, % at 4.4 µM. 370,000 compounds, 0.31% hits. Methyl-CpG-binding domain protein 2 (Homo sapiens), Q9UBB5. MBD2 binding to methylated oligonucleotide; in the data active = inhibition above about 13%
TCR-CD3 inh: inhibitors of human TCR-CD3 interaction, primary screen, biochemical, fluorescence, TAMRA-labeled TCR probe; inhibition, % at 9.4 µM; 360,000 compounds, 0.37% hits; in the data active = inhibition above about 19%;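 note: recombinant mutant TCR 2C K166C tagged with TAMRA read by polarization; 0% = receptor in buffer alone and 100% = receptor with positive control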
DDE Tn7 FP inh: inhibitors of Tn7 peptide binding to fibrin DD(E), primary screen, biochemical, fluorescence polarization, human fibrin, Tn7 probe. FP displacement of FITC-Tn7 peptide from fibrin DD(E); 0% = median of compound wells per plate. 370,000 compounds, 0.13% hits. AID 720508, 2013. inhibition, % at 8.3 µM;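 active = inhibition above the mean of compounds falling within the control limits plus 3 SD of them, cut at about 14% in these data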;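 note: 0% = plate median of compound wells and 100% = 10 µM Aha-Tn7 peptide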
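Assay system: human fibrin DD(E). Input: DD(E) 2 µM final. Medium: Tris buffer with calcium and detergent, pH 7.8. Compound dosing: single point at 8.3 µM. Timing: 10 min plus 3 h, room temperature. Technique: fluorescence polarization of the labelled Tn7 tracer. Read-out: percent inhibition. Replicates: singlicate testing.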
PRMT1 FP inh: PRMT1 methyltransferase inhibitors, primary screen, biochemical, fluorescence polarization; Protein arginine N-methyltransferase 1 (Homo sapiens), Q99873; recombinant PRMT1, activity-based probe fluorescence polarization; inhibition, % at 2.79 µM; 370,000 compounds, 1.3% hits; AID 652257, 2013;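 active = inhibition above about 21% made by adding two undisclosed values, limit read from the data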
The depositor's hits bear a star; x = not tested or not shown.

SMILES | LEDGF integ inh | DDE Tn6 FP inh | SIAE inh | proKLK7 act | UHRF1 binding | TDP2 absorb | MBD2 DNA inh | TCR-CD3 inh | DDE Tn7 FP inh | PRMT1 FP inh
Cc1cccc(C)c1OC(=O)CN1C(=O)c2ccccc2C1=O | -1 | 4 | -9 | 0.2 | -1 | 0 | -1 | -3 | -8 | 0
COc1ccccc1NC(=S)NC(=O)C(C)(C)C | -2 | 1 | -2 | 0.0 | -1 | -2 | -1 | 8 | -5 | -3
C=CCOc1ccc(CN(C)C(=O)c2ccc(CNS(=O)(=O)c3ccc(C)c(C)c3)cc2)cc1 | -1 | -9 | -10 | 0.0 | 5 | -14 | 8 | 0 | 0 | 9
N/C(=N\OC(=O)c1ccc(Cl)cc1Cl)c1cccnc1 | -4 | 1 | 5 | 0.1 | -1 | -5 | -1 | 2 | -1 | -2
CC(C)C(NC(=O)c1ccc(C(C)(C)C)cc1)C(=O)Nc1cccc(S(N)(=O)=O)c1 (stereo not given) | 4 | 2 | -2 | 1.2 | -1 | -9 | -3 | 2 | 2 | -3
COc1ccc(N2CCN(c3ncnc4c3cnn4-c3ccc(C)cc3C)CC2)cc1 | 0 | -5 | -2 | 0.7 | -1 | 2 | -6 | 8 | -2 | -3
CC(CC(=O)NC1CCCCC1)S(=O)(=O)c1ccc2c(c1)CCN2C(=O)C1CC1 (stereo not given) | -4 | 8 | -3 | 0.5 | 2 | -7 | -2 | 5 | -1 | -4
Cc1c(CN(C)C(=O)CSc2nc(-c3ccco3)cc(C(F)(F)F)n2)cnn1C | 2 | 9 | 5 | -0.1 | -4 | 1 | -1 | -6 | 6 | 0
COc1ccccc1-n1ccnc(SCC(=O)NCCc2ccccc2)c1=O | 4 | -5 | 5 | 0.7 | 1 | -10 | 2 | -5 | -3 | 23*
Cc1ccc(-c2cnc(NC(=O)c3cccc(Br)c3)s2)c(C)c1 | -2 | 2 | -1 | 0.2 | 26* | 6 | 13 | 1 | -3 | 3
CCN(CC)S(=O)(=O)c1cccc(C(=O)NCCCn2ccnc2)c1 | -2 | 5 | 3 | -0.1 | 18 | 4 | 2 | 0 | -5 | -1
OC(CN1CCCC(C(F)(F)F)C1)c1ccccc1 (stereo not given) | 1 | 2 | -7 | 0.9 | 0 | -2 | 3 | 4 | -1 | -1
CCC(C)(C)NC(=O)C(c1ccccc1Cl)N(C(=O)CCC(=O)Nc1cc(C)on1)C(C)(C)C (stereo not given) | 4 | -2 | 2 | 1.4 | -1 | 9 | 0 | -3 | 0 | -4
CCOc1c(Cl)cc(/C=N/NC(N)=S)cc1OC | -2 | 3 | -1 | -0.7 | 0 | -6 | 4 | -5 | -2 | 2
Cc1cc(C(=O)OCC(=O)c2cccs2)ccc1[N+](=O)[O-] | -2 | -3 | 0 | -0.4 | -2 | 1 | -1 | -8 | -10 | 1
CN(C)S(=O)(=O)c1ccc2c(c1)nc(CCC(=O)NCc1ccc(Cl)cc1)n2C | 8 | -3 | 3 | 0.3 | -4 | 6 | -3 | -1 | 1 | -4
Cc1ccc(S(=O)(=O)NC(CC(=O)O)c2ccc(F)cc2)cc1 (stereo not given) | -2 | 9 | 3 | 0.4 | -2 | -8 | 1 | -1 | 11 | -2
Cc1ccc(S(=O)(=O)N2CCN(C(=O)C3CCCO3)CC2)cc1C (stereo not given) | 0 | -6 | -1 | 0.3 | 3 | 6 | 3 | -3 | 8 | 0
CC1(C(=O)NS(=O)(=O)c2cccc(C#N)c2)CCN1C(=O)C1(c2ccc(Cl)cc2)CCC1 (stereo not given) | -2 | -3 | -2 | -0.1 | 2 | -6 | -2 | -13 | -5 | 5
O=C(Nc1ccc(C(=O)O)cc1)Nc1ccc(F)cc1F | 1 | -1 | 3 | 0.3 | -3 | 2 | 3 | 6 | 8 | -3
CCOC(=O)C1(Cc2ccccc2C(F)(F)F)CCN(CC(O)CO)CC1 (stereo not given) | -3 | 4 | 4 | -0.1 | 3 | -9 | -2 | 2 | 0 | 1
Cc1cccc(NC(=O)c2cc(-c3ccccn3)nc3ccccc23)c1C | -2 | 7 | -3 | -0.7 | -1 | 0 | 2 | -2 | -3 | 2
CCOc1ccc(N(CC)C(=O)CCNC(=O)Cn2ccc3ccccc3c2=O)cc1 | -3 | -9 | -9 | 0.4 | 10 | -8 | 10 | 6 | 1 | 3
COc1ccccc1N(C)S(=O)(=O)c1ccc(C(=O)NC2CCCCCC2)cc1 | -8 | 3 | 1 | 0.9 | 3 | -15 | -3 | -7 | -8 | 1
COc1cccc(NC(=O)c2ccc3c(c2)N(CC(=O)N2CCCCC2)C(=O)C(C)(C)O3)c1 | -1 | 4 | -1 | 0.3 | 1 | 10 | -1 | -2 | 6 | 1
Cc1cc2oc(C(=O)Nc3ccc(S(=O)(=O)Nc4ncccn4)cc3)cc(=O)c2cc1Cl | 2 | 14 | -5 | 0.1 | 9 | 19 | -1 | 0 | -5 | -1
CNc1c([N+](=O)[O-])cnn1-c1ccccc1F | 4 | -7 | 0 | -0.2 | -2 | 2 | 2 | 12 | -5 | -2
CCOc1cccc(=O)c2c(C)n(CC3CCCO3)c(C)c12 (stereo not given) | 20* | 3 | 2 | 0.8 | 0 | 12 | -4 | 11 | 3 | 11
CCCCn1nnc(NC(=S)NC(=O)c2cccs2)n1 | -3 | -6 | -1 | -0.4 | 3 | -2 | 1 | -4 | -1 | 8
CC(=O)Oc1cccc(NC(=O)c2cccc(C(=O)Nc3cccc(OC(C)=O)c3)c2)c1 | 0 | 7 | -9 | 0.7 | 0 | -1 | 2 | -5 | 5 | -1
CCOCC(=O)Nc1nnc(COC)s1 | -4 | 2 | -1 | -0.6 | 1 | 0 | 0 | 4 | 7 | 1
Cn1c(=O)n(C)c2cc([N+](=O)[O-])c(N3CCN(C(=O)c4ccc(F)cc4)CC3)cc21 | 3 | -4 | 0 | 0.0 | -5 | 7 | -10 | 6 | 2 | 1
O=S1(=O)c2ccc(N3CCSCC3)cc2Oc2ccccc2CN1Cc1cn(Cc2ccc(F)cc2)nn1 | 1 | 2 | -6 | -1.2 | 2 | -9 | -4 | x | 3 | -3
COc1cc(Cl)c(C)cc1NC(=O)c1ccccc1NC(=O)CN1CCN(c2ccccn2)CC1 | 4 | 1 | -6 | -0.8 | -2 | -3 | -9 | 3 | -5 | -2
Cn1c(CN2CCCC2)nc2cc(NC(=O)COc3ccccc3)ccc21 | -2 | 4 | 1 | -0.9 | 3 | 8 | 2 | -6 | 1 | 2
COc1ccc(C(=O)COC(=O)c2ccccc2O)c(OC)c1 | 7 | 1 | -8 | -0.1 | 5 | -6 | -6 | -5 | -3 | 0
CCOC(=O)C1CSc2[nH]c(=O)sc2C1c1ccccc1 (stereo not given) | 1 | -3 | -3 | -0.6 | -2 | 9 | -4 | -8 | -4 | 31*
Cn1cccc1Cc1nnc(SCC(=O)N2CCCc3ccccc32)n1-c1ccc(F)cc1 | 1 | 7 | 2 | 0.4 | -4 | 9 | -2 | 2 | -6 | 2
COc1ccc(-c2n[nH]c(=S)n2N)c(OC)c1 | 5 | -1 | 7 | 0.0 | -3 | 4 | -4 | 3 | 1 | -3
Cc1cn(-c2ccc(Br)cc2)[nH]c1=O | -6 | -5 | 1 | 0.4 | 0 | -2 | 3 | -4 | 4 | 3
O=C(COC(=O)c1ccc(S(=O)(=O)NCc2ccco2)cc1)NCc1ccc(F)cc1 | 2 | 0 | -1 | 0.1 | 0 | -1 | 2 | 0 | -1 | 0
COc1ccc(C(C)(O)c2nc(-c3ccncc3)cs2)cc1 (stereo not given) | -2 | 0 | -4 | 0.1 | 1 | 2 | -3 | 1 | -1 | 1
CCCCCNC(=O)c1cc(S(=O)(=O)N2CCCC2)ccc1F | 4 | -1 | -4 | -0.8 | 4 | 1 | -3 | 3 | -10 | -1
O=C1CC[C@@]23CCCN2C(=O)CCC[C@H]3[C@H]1Cc1ccccc1 | 0 | 1 | 4 | x | 0 | -5 | 2 | x | 0 | 2
CCC(C)(C)n1nnnc1C(c1ccc(O)c(OC)c1)N1CCc2ccccc2C1 (stereo not given) | -1 | -10 | 2 | -0.4 | 1 | 0 | 1 | -2 | -10 | 23*
CC(C)Oc1cccc(C(=O)C2CCCN(C(=O)c3noc4c3CCCC4)C2)c1 (stereo not given) | -1 | 0 | -3 | 0.1 | 3 | -5 | 7 | -5 | 8 | 2
Cc1cc(/C=N/n2cnnc2)c(C)n1-c1ccc2c(c1)OCO2 | -1 | -2 | -5 | 0.3 | -3 | -1 | 3 | -3 | 2 | 3
C[C@H]1CN([C@@H](C)CO)C(=O)CCCn2nncc2CO[C@@H]1CN(C)Cc1ccccc1 | -1 | 5 | -3 | 0.4 | 35* | 0 | 5 | 5 | 5 | 0
O=C(NCCN1CCOCC1)C(=O)NCC1OCCN1S(=O)(=O)c1ccccc1 (stereo not given) | 2 | -1 | 10 | 0.4 | 1 | 13 | -7 | -1 | -1 | 1
O=C(C1CCCN(Cc2ccccc2F)C1)N1CCCCC1 (stereo not given) | -1 | -8 | -6 | 0.6 | 1 | -2 | -4 | 1 | -9 | -1
Cc1ccc(-c2cc(=O)[nH]c3ccccc23)cc1 | -2 | 7 | -4 | 0.6 | -1 | 6 | 4 | -1 | 3 | -3

Sorted by molecular weight (smallest number first): part of the list above.
SMILES | LEDGF integ inh | DDE Tn6 FP inh | SIAE inh | proKLK7 act | UHRF1 binding | TDP2 absorb | MBD2 DNA inh | TCR-CD3 inh | DDE Tn7 FP inh | PRMT1 FP inh
Cc1ccc(-c2cc(=O)[nH]c3ccccc23)cc1 | -2 | 7 | -4 | 0.6 | -1 | 6 | 4 | -1 | 3 | -3
COc1ccc(-c2n[nH]c(=S)n2N)c(OC)c1 | 5 | -1 | 7 | 0.0 | -3 | 4 | -4 | 3 | 1 | -3
O=C(NCCN1CCOCC1)C(=O)NCC1OCCN1S(=O)(=O)c1ccccc1 (stereo not given) | 2 | -1 | 10 | 0.4 | 1 | 13 | -7 | -1 | -1 | 1
Cn1cccc1Cc1nnc(SCC(=O)N2CCCc3ccccc32)n1-c1ccc(F)cc1 | 1 | 7 | 2 | 0.4 | -4 | 9 | -2 | 2 | -6 | 2
